DAGLB inh: diacylglycerol lipase beta (human) inhibition | HEK293T DAGLB membrane lysate, EnzChek fluorogenic substrate | inhibition, % at 5.17 µM | hit rate 0.059% among 340,000 | AID 504411; in the data active = inhibition above about 34%;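 also: 0% = enzyme with vehicle and 100% = wells lacking enzyme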
Target sequence (Q8NCG7 whole entry, looked up): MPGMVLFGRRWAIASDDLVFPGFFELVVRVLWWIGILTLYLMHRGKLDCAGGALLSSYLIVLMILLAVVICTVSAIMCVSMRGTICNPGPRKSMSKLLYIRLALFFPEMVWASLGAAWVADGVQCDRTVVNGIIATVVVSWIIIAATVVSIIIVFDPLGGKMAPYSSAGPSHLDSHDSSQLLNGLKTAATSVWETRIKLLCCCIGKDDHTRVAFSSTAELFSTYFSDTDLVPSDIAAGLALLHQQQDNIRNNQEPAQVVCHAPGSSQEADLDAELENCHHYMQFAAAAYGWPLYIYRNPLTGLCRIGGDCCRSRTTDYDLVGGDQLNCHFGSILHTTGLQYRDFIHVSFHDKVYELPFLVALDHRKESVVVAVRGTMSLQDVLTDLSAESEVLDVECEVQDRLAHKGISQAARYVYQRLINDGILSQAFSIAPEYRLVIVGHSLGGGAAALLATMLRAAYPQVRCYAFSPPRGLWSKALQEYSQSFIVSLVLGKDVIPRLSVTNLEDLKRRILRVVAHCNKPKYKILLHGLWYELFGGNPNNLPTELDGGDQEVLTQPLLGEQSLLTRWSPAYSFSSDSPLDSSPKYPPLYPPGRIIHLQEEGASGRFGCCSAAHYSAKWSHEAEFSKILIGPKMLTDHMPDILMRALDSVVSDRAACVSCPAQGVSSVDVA
HTR5A ag: HTR5A agonism, opioid heterodimer counter-screen | activation, % at 9.3 µM | P47898 | hit rate 0.61% among 340,000 | HTR5A agonist assay, luminescence, cell-based; in the data active = activation mostly above about 9.5%, no sharp cut-off; inactive = mostly below about 7.6%;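 also: 0% = cells with vehicle only and 100% = reference agonist; strong numbers were not always called active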
MOR-DOR inv ag: mu-delta opioid heterodimer inverse agonism; cell-based MOR-DOR heterodimer luminescence; inhibition, % at 9.3 µM; hit rate 0.21% among 340,000; in the data active = inhibition above about 22%, passing the limit was not always enough;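 also: 0% = cells with DMSO and 100% = wells without cells with DMSO; values of inactives mirror those of a sister screen read the other way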
PKA-R1A activ: PKA-R1A complex activation; PKA-R1A dissociation, Cy5-IP20 fluorescence polarization; scaled: DMSO 0%, 113 µM cGMP 100%; hit rate 0.083% among 340,000; AID 504707; activation, % at 11.4 µM; P00514+P68181;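 active = percent activation above the mean of all tested compounds plus 3 SD, cut at about 19% in these data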;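 also: higher means more PKAc released from R1A so a rise in polarization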
V-ATPase pH: yeast V-ATPase proton transport regulation by pHLuorin; S. cerevisiae, pHLuorin cytosolic pH fluorescence; response, % at 10 µM; hit rate 0.37% among 350,000; in the data active = response mostly above about 7.3%, no sharp cut-off; inactive = mostly below about 5.4%; also: actives read high; inactives centre near 0; some compounds called inactive have numbers as strong as hits; reference of the scale not given here
HTR5A inv ctr: HTR5A inverse agonism, opioid heterodimer counter-screen | inhibition, % at 9.3 µM | HTR5A cell line, luminescence | AID 504634 | P47898 | hit rate 0.083% among 340,000; in the data active = inhibition mostly above about 23%, no sharp cut-off; inactive = mostly below about 18%;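 also: 0% = cells with DMSO and 100% = no-cell wells with DMSO; some compounds called inactive have numbers as strong as hits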
MOR-DOR ag: OPRM1-OPRD1 heterodimerization agonism; P35372+P41143; cells, luminescence; activation, % at 9.3 µM; hit rate 0.3% among 340,000; AID 504326; in the data active = activation above about 18%;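 also: 0% = vehicle-treated cells and 100% = reference agonist; values of inactives mirror those of a sister screen read the other way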
DSG3 Ab inh: human desmoglein-3 autoantibody binding inhibition; P32926; AID 588358; hit rate 0.48% among 310,000; binding (percent of control), % at 10 µM; DSG3-coupled beads, scFv-anti-DSG3-GFP binding, flow cytometry; hits give low values;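 active = binding more than 3 SD below its plate's average and above zero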;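 also: hits lower antibody fragment binding to DSG3; some compounds called inactive have numbers as strong as hits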
Arrestin-AP2 inh: human beta-arrestin and AP2 interaction inhibition | FITC-arrestin peptide / GST-AP2 beads, flow cytometry; AP2 beta2 appendage carries R879A mutation | inhibition, % at 10 µM | hit rate 0.31% among 340,000;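 active = inhibition above a set limit, near 3 SD of compounds lacking own fluorescence, cut at about 54% in these data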;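 also: plate controls were DMSO wells for no effect and 5 µM unlabelled arrestin peptide for full effect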
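Assay system: GST-AP2 R879A bound to glutathione beads, E. coli-expressed; Medium: PBS with 0.05% Tween 20 and 0.1% BSA; Also added: fluorescein-tagged arrestin peptide at 50 nM final; Timing: 12 min plus 1 h, RT; Measured by: flow cytometry, FL1 (488/535 nm); Evaluation: percent drop in bead-associated FITC signal.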
PKA-R2B act: activates the human PKA-R2B holoenzyme complex. activation, % at 11.4 µM. hit rate 0.079% among 340,000. AID 504700. PKA-R2B holoenzyme dissociation, Cy5-IP20 fluorescence polarization; R2B truncated from residue 108, S112A mutant; 0% DMSO only, 100% 113 µM cGMP;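 active = activation above a cutoff set at the mean over all compounds plus 3 SD, cut at about 18% in these data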;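 also: higher means more holoenzyme dissociation and a rise in polarization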
The depositor's hits bear a star; . = not tested or not shown.

SMILES	DAGLB inh	HTR5A ag	MOR-DOR inv ag	PKA-R1A activ	V-ATPase pH	HTR5A inv ctr	MOR-DOR ag	DSG3 Ab inh	Arrestin-AP2 inh	PKA-R2B act
COC(=O)CC(NC(=O)c1ccco1)c1cccc2ccccc12 (stereo unspecified)	-8	3	10	6	1	-11	-1.7	91	8	4
Cc1cc(C)c([N+](=O)[O-])cc1NCC(=O)N1CCN(c2ccccc2)CC1	0	-6	-2	2	-2	-8	0.4	111	-7	-2
Cc1cc(Br)cc(C)c1OCC(=O)NNC(=O)CCC(=O)NCc1ccccc1	-1	3	3	-3	-2	-41	-0.6	94	-3	1
Cc1nnsc1-c1nnc(SCC(=O)c2ccc(C#N)cc2)n1C1CC1	-1	4	-2	8	-1	-62	0.4	114	-10	13
O=C(COC(=O)c1ccco1)NC1CCCCC1	-2	2	9	-15	3	-6	-1.7	97	0	-5
Cn1cc(/C=N/n2cnc3sc4c(c3c2=O)CCCC4)c2ccccc21	0	8	0	-2	2	-22	0.0	.	-2	-5
COc1ccc(S(=O)(=O)N(CCc2ccccc2)CC(=O)O)cc1C	3	-2	4	2	3	17	-0.8	107	6	-3
S=C(Nc1ccc(-c2nc3ccccc3[nH]2)cc1)Nc1cccnc1	2	-5	13	-2	-4	13	-2.2	111	3	-3
COc1ccc(COC(=O)N/N=C(\C)CC(=O)NCc2ccc(Cl)cc2)cc1	-2	-1	9	-3	1	2	-1.6	97	-22	1
COc1ccc2oc(=O)c(N3C(=O)c4ccccc4C3=O)cc2c1	-1	-4	-1	-5	0	13	0.2	98	-2	-6
O=C(COc1ccc(Cl)cc1)Nc1nnc(-c2ccco2)o1	3	0	10	11	0	-12	-2.1	116	-6	-1
C[N+]1(CCN2C(=O)C3CC=C(Cl)CC3C2=O)CCOCC1 (stereo unspecified)	0	1	10	5	-2	16	-2.3	.	-5	4
COc1ccc(-c2nc3cnccn3c2NCc2ccccc2)cc1SC1CCCCC1	-1	8	-27	-4	0	-7	4.8	146	-1	-4
CCOc1ccc(N2C(=O)C3ON(C)C(c4ccc([N+](=O)[O-])cc4)C3C2=O)cc1 (stereo unspecified)	-1	8	12	1	2	-21	-2.3	98	-14	-9
Cc1cc(C)n(C(=O)c2ccc(S(=O)(=O)N3CCOCC3)cc2)n1	-1	2	-7	-10	2	4	1.2	95	7	-3
O=C(NCc1ccco1)c1ccc(Cn2c(=O)c3sccc3n(Cc3ccc(F)cc3)c2=O)cc1	3	3	7	-3	-1	-10	-1.4	104	3	-2
Cc1cc(C(=O)Nc2cccnc2)no1	3	6	-2	6	2	-21	0.3	95	30	0
COc1ccc(C(C)(C)C)cc1NC(=O)CCc1c(C)noc1C	-1	-2	15	-2	2	7	-2.8	98	-35	3
CCCCN(C(=O)CSCC(=O)Nc1cccc(C)c1)c1c(N)n(Cc2ccccc2)c(=O)[nH]c1=O	0	-5	16	-3	4	12	-2.9	126	-34	-3
Cc1cc(C)n(-c2cc(N3CCN(C(=O)c4ccc(C(C)(C)C)cc4)CC3)ccc2[N+](=O)[O-])n1	-4	0	-6	-7	-1	19	1.0	87	11	-3
CCN(CC)c1ccc(/C=N/NC(=O)CC(C)C)cc1	2	1	-3	-5	0	-2	0.6	116	-14	-4
CC(=O)c1ccc(S(=O)(=O)N2CCC(C(=O)Nc3ncc(C)s3)CC2)cc1	1	2	21	3	5	-7	-4.0	106	-4	-13
CCOP(=O)(OCC)/C(C#N)=C(\O)c1ccc(OC)cc1	2	5	9	-15	-4	33	-1.7	95	19	-3
COc1cc(N)c(Cl)cc1C(=O)OCC(=O)NC1CCCC1	1	0	1	-8	-1	-1	-0.1	.	22	-3

Two records drawn at random from the list so far, as already listed:
SMILES	DAGLB inh	HTR5A ag	MOR-DOR inv ag	PKA-R1A activ	V-ATPase pH	HTR5A inv ctr	MOR-DOR ag	DSG3 Ab inh	Arrestin-AP2 inh	PKA-R2B act
CCOP(=O)(OCC)/C(C#N)=C(\O)c1ccc(OC)cc1	2	5	9	-15	-4	33	-1.7	95	19	-3
CCN(CC)c1ccc(/C=N/NC(=O)CC(C)C)cc1	2	1	-3	-5	0	-2	0.6	116	-14	-4

Exported as a markdown table: part of the list above.
| molecule | DAGLB inh | HTR5A ag | MOR-DOR inv ag | PKA-R1A activ | V-ATPase pH | HTR5A inv ctr | MOR-DOR ag | DSG3 Ab inh | Arrestin-AP2 inh | PKA-R2B act |
| --- | --- | --- | --- | --- | --- | --- | --- | --- | --- | --- |
| COc1ccc(COC(=O)N/N=C(\C)CC(=O)NCc2ccc(Cl)cc2)cc1 | -2 | -1 | 9 | -3 | 1 | 2 | -1.6 | 97 | -22 | 1 |
| COc1ccc2oc(=O)c(N3C(=O)c4ccccc4C3=O)cc2c1 | -1 | -4 | -1 | -5 | 0 | 13 | 0.2 | 98 | -2 | -6 |
| O=C(COc1ccc(Cl)cc1)Nc1nnc(-c2ccco2)o1 | 3 | 0 | 10 | 11 | 0 | -12 | -2.1 | 116 | -6 | -1 |
| C[N+]1(CCN2C(=O)C3CC=C(Cl)CC3C2=O)CCOCC1 (stereo unspecified) | 0 | 1 | 10 | 5 | -2 | 16 | -2.3 | . | -5 | 4 |
| COc1ccc(-c2nc3cnccn3c2NCc2ccccc2)cc1SC1CCCCC1 | -1 | 8 | -27 | -4 | 0 | -7 | 4.8 | 146 | -1 | -4 |
| CCOc1ccc(N2C(=O)C3ON(C)C(c4ccc([N+](=O)[O-])cc4)C3C2=O)cc1 (stereo unspecified) | -1 | 8 | 12 | 1 | 2 | -21 | -2.3 | 98 | -14 | -9 |
| Cc1cc(C)n(C(=O)c2ccc(S(=O)(=O)N3CCOCC3)cc2)n1 | -1 | 2 | -7 | -10 | 2 | 4 | 1.2 | 95 | 7 | -3 |
| O=C(NCc1ccco1)c1ccc(Cn2c(=O)c3sccc3n(Cc3ccc(F)cc3)c2=O)cc1 | 3 | 3 | 7 | -3 | -1 | -10 | -1.4 | 104 | 3 | -2 |
| Cc1cc(C(=O)Nc2cccnc2)no1 | 3 | 6 | -2 | 6 | 2 | -21 | 0.3 | 95 | 30 | 0 |
| COc1ccc(C(C)(C)C)cc1NC(=O)CCc1c(C)noc1C | -1 | -2 | 15 | -2 | 2 | 7 | -2.8 | 98 | -35 | 3 |
| CCCCN(C(=O)CSCC(=O)Nc1cccc(C)c1)c1c(N)n(Cc2ccccc2)c(=O)[nH]c1=O | 0 | -5 | 16 | -3 | 4 | 12 | -2.9 | 126 | -34 | -3 |
| Cc1cc(C)n(-c2cc(N3CCN(C(=O)c4ccc(C(C)(C)C)cc4)CC3)ccc2[N+](=O)[O-])n1 | -4 | 0 | -6 | -7 | -1 | 19 | 1.0 | 87 | 11 | -3 |
| CCN(CC)c1ccc(/C=N/NC(=O)CC(C)C)cc1 | 2 | 1 | -3 | -5 | 0 | -2 | 0.6 | 116 | -14 | -4 |
